GLS inh = qHTS for Inhibitors of Glutaminase (GLS); Glutaminase kidney isoform, mitochondrial (Homo sapiens), O94925; actives 0.21% (n = 410,000); Potency, µM (series often up to 45.5 µM), inactives show at the top dose activity change, negative = inhibition, hits mostly inhibitors; GLS enzymatic activity, qHTS titration; note: potency is the fitted concentration of half-maximal effect; % is set by controls: 0 for no effect and ±100 for the full control effect
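hKGA in 45 mM KH2PO4 pH 8.2, 0.02% Tween-20 with pin-transferred compounds; 1 mM L-glutamine (stock) plus glutamate oxidase/HRP/Amplex Red coupling added. Fluorescence read initially and after 30 min at RT.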
mIDH1 inhibitor = qHTS for Inhibitors of mutant isocitrate dehydrogenase 1 (IDH1): qHTS; actives 0.093% (n = 390,000); IDH1-R132H enzyme, NADPH consumption, diaphorase/resazurin fluorescence; Isocitrate dehydrogenase [NADP] cytoplasmic (Homo sapiens), O75874; AID 602179, 2012; Potency, µM (titrated, usually from 76.6 µM), for the others: at the highest dose activity change, negative = inhibition, most hits filed as inhibitors; note: potency is the fitted concentration of half-maximal effect; % is set by controls: 0 for no effect and ±100 for the full control effect; nearly all actives have a fitted effect of over 65% in size
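IDH1-R132H (0.5 ug/mL) preincubated 30 min with compound, then NADPH (0.016 mM) and alpha-KG (2 mM) added; 80 min at RT, pH 7.5. Remaining NADPH coupled via diaphorase/resazurin to fluorescence (540/590 nm); concentration-response curves normalized to no-enzyme control.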
Pin1 inhibitor = qHTS Assay to Find Inhibitors of Pin1. Peptidyl-prolyl cis-trans isomerase NIMA-interacting 1 (Homo sapiens), Q13526. Pin1 FP peptide displacement, HiFluor488, 10 min. Potency, µM (titrated, usually from 115 µM), without a hit: at the top dose activity, negative = inhibition, hits mostly inhibitors. actives 0.009% (n = 390,000); active = well fitted inhibition curve with a large enough effect in the polarisation, with a control signal flat, not every such curve was filed as active; inconclusive = small, poorly fitted or top-dose-only effect, or effect the other way, or a change in a side signal; inactive = no such curve, though single readings can be large or run the other way; the % refers to the polarisation; note: potency is the fitted concentration of half-maximal effect; % is set by controls: 0 for no effect and ±100 for the full control effect
Target sequence (Q13526 whole entry, looked up): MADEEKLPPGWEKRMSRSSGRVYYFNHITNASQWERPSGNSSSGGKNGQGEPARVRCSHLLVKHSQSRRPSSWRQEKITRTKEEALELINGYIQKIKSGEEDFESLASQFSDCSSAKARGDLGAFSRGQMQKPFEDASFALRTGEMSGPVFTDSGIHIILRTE
HP1b binding inh = HTS for Inhibitors of HP1-beta Chromodomain Interactions with Methylated Histone Tails; Potency, µM (titrated, usually from 114 µM), for the others: top-dose activity change, negative = inhibition, usual class: inhibitors; Chromobox protein homolog 1 (Homo sapiens), P83916; AID 540317, 2011; actives 0.56% (n = 390,000); AlphaScreen HP1-beta / biotin-H3K9me3 peptide binding; note: potency is the fitted concentration of half-maximal effect; nearly all actives have a fitted effect of over 70% in size; inactives centre near 23
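AlphaScreen: HP1-beta (50 nM) preformed 30 min with biotin-H3(1-18)K9me3 peptide (50 nM) in PBS pH 7.4, 0.01% Tween-20. Compound added for 30 min at RT, then streptavidin donor/nickel chelate acceptor beads (10 ug/mL) for 30 min.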
Tb PGK inh = qHTS Assay to Find Inhibitors of Phosphoglycerate Kinase; Phosphoglycerate kinase, glycosomal (Trypanosoma brucei brucei), P07378; PGK/GAPDH coupled, Kinase-Glo luminescence, 60 min; Potency, µM (top dose mostly 57.5 µM), inactives show at the top dose activity change, negative = inhibition, usual class: inhibitors; actives 0.043% (n = 380,000); note: potency is the fitted concentration of half-maximal effect; % is set by controls: 0 for no effect and ±100 for the full control effect; nearly all actives have a fitted effect of over 60% in size
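Luminescent ATP detection (Kinase-Glo Plus) follows a 60-minute room-temperature incubation, with wells lacking PGK as controls. Buffer: 100 mM TEA (pH 7.6), 5 mM MgCl2, 0.01% Tween-20. Coupling enzyme GAPDH (100 nM final) supplies unstable 1,3-BPG in-well.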
rTrxR1 inhibitor = qHTS Assay for Inhibitors of Mammalian Selenoprotein Thioredoxin Reductase 1 (TrxR1): qHTS; Thioredoxin reductase 1, cytoplasmic (Rattus norvegicus), O89049; recombinant rTrxR1, NADPH fluorescence consumption, selenite substrate; Potency, µM (titrated, usually from 114 µM), for inactives: top-dose activity change, negative = inhibition, actives largely listed as inhibitors; actives 1% (n = 390,000); AID 588453, 2011; note: potency is the fitted concentration of half-maximal effect; % is set by controls: 0 for no effect and ±100 for the full control effect; nearly all actives have a fitted effect of over 65% in size
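Rat TrxR1 (90 nM in the dispensed reagent) was pre-reduced with 400 uM NADPH for 5 min at room temperature, then incubated with compound for 15 min. After 400 uM selenite was added, NADPH fluorescence (Ex 340/Em 450 nm) was followed for 8 min.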
TrxR1 substrate = qHTS Assay for Substrates of Mammalian Selenoprotein Thioredoxin Reductase 1 (TrxR1): qHTS; Thioredoxin reductase 1, cytoplasmic (Rattus norvegicus), O89049; purified TrxR1 substrate turnover, NADPH consumption readout; Potency, µM (top dose mostly 114 µM), for the others: at the highest dose activity change, negative = substrate turnover; actives 0.01% (n = 390,000); note: potency is the fitted concentration of half-maximal effect; % is set by controls: 0 for no effect and ±100 for the full control effect; nearly all actives have a fitted effect of over 50% in size
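Rat TrxR1, dispensed at 90 nM, was prereduced with 400 uM NADPH (final) for 5 min at ~22 deg C, then incubated with compound 15 min before 400 uM selenite. A first-read NADPH fluorescence drop versus no-compound background flagged substrates.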
USP1 inh = Inhibitors of USP1/UAF1: Primary Screen. actives 0.23% (n = 390,000). recombinant USP1/UAF1, Ub-Rhodamine cleavage fluorescence. AID 743255, 2014. Potency, µM (doses to about 57.1 µM), for inactives: top-dose activity change, negative = inhibition, usual class: inhibitors; note: potency is the fitted concentration of half-maximal effect; % is set by controls: 0 for no effect and ±100 for the full control effect; nearly all actives have a fitted effect of over 60% in size; inactives centre near -12
Target sequence (O94782 whole entry, looked up): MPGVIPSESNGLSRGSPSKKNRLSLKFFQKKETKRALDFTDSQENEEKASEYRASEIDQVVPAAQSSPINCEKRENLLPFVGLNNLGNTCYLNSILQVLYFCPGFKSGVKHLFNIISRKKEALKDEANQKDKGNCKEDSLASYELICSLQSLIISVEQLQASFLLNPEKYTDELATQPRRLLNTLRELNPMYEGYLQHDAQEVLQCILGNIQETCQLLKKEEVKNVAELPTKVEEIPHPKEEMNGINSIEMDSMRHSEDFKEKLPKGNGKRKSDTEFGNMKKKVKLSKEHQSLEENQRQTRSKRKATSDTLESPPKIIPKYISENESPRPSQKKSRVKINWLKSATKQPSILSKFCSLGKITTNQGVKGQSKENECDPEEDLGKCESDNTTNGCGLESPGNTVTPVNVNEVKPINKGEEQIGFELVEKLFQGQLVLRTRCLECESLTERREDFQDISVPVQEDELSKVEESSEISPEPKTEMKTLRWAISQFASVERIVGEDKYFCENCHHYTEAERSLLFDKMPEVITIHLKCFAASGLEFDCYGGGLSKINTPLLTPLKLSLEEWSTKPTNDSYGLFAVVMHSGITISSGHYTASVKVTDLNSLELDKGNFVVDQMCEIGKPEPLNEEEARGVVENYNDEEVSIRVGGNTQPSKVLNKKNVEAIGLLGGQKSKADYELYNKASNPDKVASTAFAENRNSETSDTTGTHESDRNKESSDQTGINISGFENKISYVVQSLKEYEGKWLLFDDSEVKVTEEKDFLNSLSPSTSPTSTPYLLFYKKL
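USP1/UAF1 complex at 1 nM was preincubated with compound for 15 min at room temperature, then Ub-Rho substrate (150nM final) was added. Fluorescence (480/540 nm) was read kinetically, 6 reads every 60 seconds.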
PI4K2A inh = qHTS for small molecular inhibitors of PI4K2A. purified PI4K2A, ADP-Glo luminescence, 1 h; hits give low values. activity change, negative = inhibition, % at 76.9 µM. actives 0.13% (n = 420,000). AID 1346378, 2018; in the data active = activity change below about -50%; inconclusive = mostly about -30% to -49%;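 note: -100% = wells without enzyme as full effect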
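Compounds are screened against recombinant PI4K2A using PI as substrate and ATP, the latter dispensed at 300 microM. Reactions run one hour at ambient temperature before ADP-Glo detection; full inhibition defined by wells lacking enzyme.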
An asterisk follows results filed as active; i = inactive; ? = inconclusive; nt = no result given; [ ] = remark or other dose. Unless noted, calls come from the whole dose curve; as a rule, active = well fitted curve in the direction sought with a large enough effect; inconclusive = small, poorly fitted or top-dose-only effect, or another doubt; inactive = no such curve, though single readings can be large; an effect the other way counts as inactive or inconclusive.

#1 CCOC(=O)N1CCC(NC(=O)C2CCC(Cn3c(=O)[nH]c4ccccc4c3=O)CC2)CC1 (centres undefined)
#2 CC(C)(OC(=O)NC(=O)C(F)(F)F)C(C)(C)OC(=O)NC(=O)C(F)(F)F
#3 O=C(Cc1ccccc1)Nc1cc(C(=O)c2ccccc2)ccc1N1CCOCC1
#4 CN(C)S(=O)(=O)c1cccc(NC(=O)COC(=O)CCC(=O)c2ccc(F)cc2)c1
#5 CCOC(=O)c1cccc(NC(=O)/C=C/c2cccc([N+](=O)[O-])c2)c1
#6 CCc1ccc(CCC(=O)N2CCN(S(=O)(=O)c3ccc(Br)cc3)CC2)cc1

compound no. | 1 | 2 | 3 | 4 | 5 | 6
GLS inh | -1% | 16% | nt | -7% | 2% | 12%
mIDH1 inhibitor | 6% | -7% | 1% | 5% | -2% | -4%
Pin1 inhibitor | -1% | 2% | 0% | -1% | -4% | nt
HP1b binding inh | 13% | 10% | 10% | 36% | 32% | nt
Tb PGK inh | -9% | 6% | -6% | 0% | 3% | -1%
rTrxR1 inhibitor | -13% | 0%[57.1 µM] | -6% | 21% | 15% | nt
TrxR1 substrate | -7% | 2%[57.1 µM] | -9% | 5% | 10% | nt
USP1 inh | -3% | 4% | -12% | -21% | -15% | -19%
PI4K2A inh | -10 | -2 | 5 | 3 | -1 | -4

#7 CCC(C(=O)Nc1c(C)cc(C)cc1C)N1CCCCCC1 (centres undefined)
#8 CC1CCc2c(sc3ncnc(N4CCOCC4)c23)C1 (centres undefined)
#9 O=C(NCc1ccccc1)c1cc(=O)nc2sc(-c3ccccc3)nn12
#10 Cc1cc(C)n(-c2nc(C)c(C)c(=O)n2CC(=O)Nc2cccc([N+](=O)[O-])c2)n1
#11 CC1(C)CC(=O)c2cnn(-c3nc4ccccc4[nH]3)c2C1
#12 CC(C)(C)C(=O)C(Cl)C(=O)Nc1ccccc1 (centres undefined)

compound no. | 7 | 8 | 9 | 10 | 11 | 12
GLS inh | 17% | 5% | 2% | -10% | -15% | ?
mIDH1 inhibitor | 8% | 4% | 5% | -5% | 2% | 11%
Pin1 inhibitor | -11% | 1% | 3% | -1% | 1% | -2%
HP1b binding inh | 48%[activator] | 22% | 33% | 7% | 33%[activator] | 53%[activator]
Tb PGK inh | -3% | -4% | -9% | i | -8% | 6%
rTrxR1 inhibitor | 22% | 4% | 5% | 0%[57.1 µM] | 14% | 11%
TrxR1 substrate | 13%[2.29 µM] | -1% | 9% | -7%[57.1 µM] | 8% | 3%
USP1 inh | -15% | -4% | -8% | -8% | -12% | -14%
PI4K2A inh | 0 | 1 | 3 | -2 | 2 | -10

#13 COc1cccc(C(=O)OCC(=O)c2c(N)n(C)c(=O)n(C)c2=O)c1
#14 c1ccc(Cc2nnc3sc(-c4ccc5c(c4)OCO5)nn23)cc1
#15 COc1ccc(C2C(C(C)=O)=C(O)C(=O)N2c2cccnc2)cc1OC (centres undefined)
#16 Cc1cc(OC(=O)c2ccc(C(F)(F)F)cc2)c([N+](=O)[O-])c(=O)[nH]1
#17 COc1ccc(NC(=O)C2CCCN2S(=O)(=O)c2ccc(C)cc2)cc1 (centres undefined)
#18 Cc1cccc(C(=O)NCCNC(=O)c2cccc(C)c2)c1

compound no. | 13 | 14 | 15 | 16 | 17 | 18
GLS inh | 1% | -13% | 0% | -1% | 4% | 0%
mIDH1 inhibitor | -10% | -4% | 4% | 11% | 2% | 4%
Pin1 inhibitor | 1% | 1% | 3% | -1% | -9% | -9%
HP1b binding inh | 3% | ? | 22% | 40%[activator] | 10% | 64%[activator]
Tb PGK inh | 0% | i | 1% | -2% | -9% | 0%
rTrxR1 inhibitor | 10% | 13% | -6% | 10% | 13% | 44%
TrxR1 substrate | 0% | 5% | -3% | 0% | -1% | 12%
USP1 inh | -8% | 1% | -20% | -1% | -1% | -16%
PI4K2A inh | 0 | -4 | 6 | 0 | -4 | 1

#19 Cc1cccnc1Nc1nc(-c2ccc(F)cc2)cs1
#20 NS(=O)(=O)c1ccc(CCNS(=O)(=O)Cc2ccc(Cl)cc2)cc1
#21 COC(=O)c1c(SCC(=O)Nc2ccc(C)c(C)c2)nc(=O)[nH]c1C
#22 O=C(CSc1ccccn1)N1CCN(C(=O)CSc2ccccn2)CC1
#23 Cc1cc(NC(=O)c2cccc(Br)c2)n[nH]1
#24 CCOC(=O)C1=C(COC(=O)CNS(=O)(=O)c2ccc(NC(C)=O)cc2)NC(=O)NC1C (centres undefined)

compound no. | 19 | 20 | 21 | 22 | 23 | 24
GLS inh | -29% | -1% | 5% | 4% | 1% | -2%
mIDH1 inhibitor | 8% | 2% | -10% | -1% | -4% | -5%
Pin1 inhibitor | 0% | -8% | 7% | 0% | 1% | 0%
HP1b binding inh | 13% | 18% | 1% | 25% | 30% | 30%
Tb PGK inh | -11% | 1% | 2% | -7% | -2% | 2%
rTrxR1 inhibitor | 6%[57.1 µM] | 24% | 22% | 1% | 11%[57.1 µM] | -2%
TrxR1 substrate | -8% | 3% | 1% | 0% | 6%[57.1 µM] | 0%
USP1 inh | -28% | -22% | -5% | -23% | -26% | -4%
PI4K2A inh | -11 | -3 | 2 | 0 | 2 | -4

#25 O=C(O)c1cc2sccc2s1
#26 COC(=O)[C@@H]1[C@@H](C)N(Cc2ccccc2)C(=O)N[C@H]1c1ccccc1
#27 CCc1ccc(NC(=O)Nc2ccc3c(c2)N(C)C(=O)CS3)cc1
#28 Cc1[nH]n(-c2ccccc2)c(=O)c1C=Nc1cnc2ccccc2c1
#29 CCSc1cc(N2CCCC2)nc(-c2ccc(Cl)cc2)n1
#30 Nc1nc(-c2ccccc2)nc(-c2ccccc2O)n1

compound no. | 25 | 26 | 27 | 28 | 29 | 30
GLS inh | -1% | -4% | -2% | -4% | 3% | 3%
mIDH1 inhibitor | 3% | -2% | -1% | 5% | 9% | 0%
Pin1 inhibitor | -2% | 0% | 15% | 14% | 3% | 0%
HP1b binding inh | 88%[activator] | 26% | 3% | -3% | 199%[activator] | 38%
Tb PGK inh | -1% | -1% | -9% | -4% | -2% | -11%
rTrxR1 inhibitor | 7% | 16% | 46%[activator] | -12% | -6% | -3%[57.1 µM]
TrxR1 substrate | 4% | 6%[57.1 µM] | 1% | 13% | -6% | -1%[57.1 µM]
USP1 inh | -7% | -19% | -21% | -23% | ? | -20%
PI4K2A inh | -2 | 4 | -2 | 4 | -4 | 5

#31 COc1ccc(NS(=O)(=O)c2ccc(C(=O)N3CCN(Cc4ccccc4)CC3)cc2)cc1
#32 CN(C)c1nc(N)c([N+](=O)[O-])c(NCc2ccccc2)n1
#33 Cn1cnc([N+](=O)[O-])c1Sc1ccc(C(C)(C)C)cc1
#34 Cc1nn(C)c(C)c1CNC(=O)Nc1ccc(Cl)cc1
#35 Cc1ccc(Cl)c(NC(=S)N(CCCN2CCOCC2)Cc2ccco2)c1
#36 CCOC(=O)c1sc(NC(=O)c2cccs2)nc1C
#37 COC(=O)/C=C1/SC(=NC(=O)c2cccc([N+](=O)[O-])c2)NC1=O
#38 Cc1sc2c(c1C)c(=O)n(-c1ccccc1)c1nncn21

compound no. | 31 | 32 | 33 | 34 | 35 | 36 | 37 | 38
GLS inh | 14% | 5% | 8% | -9% | 0% | 11% | 11% | 0%
mIDH1 inhibitor | 5% | -7% | 1% | 2% | -1% | -1% | -1% | 8%
Pin1 inhibitor | -2% | 1% | -3% | -3% | 3% | -1% | 1% | -9%
HP1b binding inh | 14% | 23% | -12% | 35% | -2% | 40%[activator] | 43%[activator] | 7%
Tb PGK inh | -9% | -4% | -4% | 0% | ? | 1% | -7% | -9%
rTrxR1 inhibitor | 7%[57.1 µM] | -3% | 26%[57.1 µM] | 8% | -1% | 13% | -14% | 3%
TrxR1 substrate | 3%[57.1 µM] | -7% | -5% | -5%[57.1 µM] | 6% | 0% | 0% | -6%
USP1 inh | -21% | -10% | -3% | -8% | ? | -15% | -26% | -9%
PI4K2A inh | -2 | 0 | 3 | -5 | 1 | -7 | -4 | 1

Rewritten with values under each structure: part of the list above.
Under each structure – GLS inh, mIDH1 inhibitor, Pin1 inhibitor, HP1b binding inh, Tb PGK inh, rTrxR1 inhibitor, TrxR1 substrate, USP1 inh, PI4K2A inh
32	CN(C)c1nc(N)c([N+](=O)[O-])c(NCc2ccccc2)n1
    5%, -7%, 1%, 23%, -4%, -3%, -7%, -10%, 0
33	Cn1cnc([N+](=O)[O-])c1Sc1ccc(C(C)(C)C)cc1
    8%, 1%, -3%, -12%, -4%, 26%[57.1 µM], -5%, -3%, 3
34	Cc1nn(C)c(C)c1CNC(=O)Nc1ccc(Cl)cc1
    -9%, 2%, -3%, 35%, 0%, 8%, -5%[57.1 µM], -8%, -5

Assay outcomes (PubChem BioAssay)

An excerpt; the hit share may differ from the screen's.
